Compound activity from PubChem BioAssay.
EBV gp42 inh = blocks Epstein-Barr virus glycoprotein 42 binding | Q1HVG2 | Fluorescence polarization binding assay, mP read-out | inhibition, % (tested at 21.74 µM) | 220,000 compounds, 0.42% hits | AID 1085; in the data active means inhibition above about 50%
Tb hexokinase = T. brucei hexokinase 1 inhibition. 220,000 compounds, 0.11% hits. recombinant TbHK1, G6PDH-coupled NADH A340. inhibition, % at 10 µM;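 active means inhibition of 50% or more in the single-dose primary screen; inactive means inhibition below 50%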
NCF1 inh = blocks human p47phox regulatory protein of NADPH oxidases; 220,000 compounds, 0.53% hits; P14598; p47phox/p22phox peptide binding, fluorescence polarization, 2 h; inhibition, % at 24.7 µM;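 active means inhibition above about 30%, limit read from the data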;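 further: 0% = p47phox with labelled peptide and 100% = labelled peptide alone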
Runt-SMMHC FRET = blocks binding of human RUNX1 Runt domain to CBFb-SMMHC; inhibition, % at 20 µM; 220,000 compounds, 0.74% hits; Q01196+Q13951; Cerulean-Runt/Venus-CBFb-SMMHC FRET ratio 530/480, 1 h;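 active means mean inhibition across duplicate retests at 20 µM reaching about 50%, limit read from the data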;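 further: 0% = DMSO wells and 100% = wells with excess untagged CBFb-SMMHC; inhibitors lower the FRET ratio by blocking Runt binding to CBFb-SMMHC; some results filed as inactive read as strong as hits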
Calpain2 inh = calpain II (pig) inhibition | AID 1236 | inhibition, % at 16 µM | purified calpain II, fluorogenic peptide substrate, 30 min | 220,000 compounds, 0.37% hits;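 active means inhibition above about 50%, limit read from the data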
Runt-CBFb FRET = Runt domain-CBFb interaction inhibition. Q01196+Q13951. Cerulean-Runt/Venus-CBFb FRET ratio 530/480, 1 h. inhibition, % at 20 µM. 220,000 compounds, 0.46% hits. AID 1496;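 active means inhibition over about 50% at 20 µM in the single-dose screen, limit read from the data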;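 further: 0% = DMSO wells and 100% = excess unlabeled CBFb competitor control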
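Assay system: Cerulean-tagged RUNX1 Runt domain (FRET donor) fusion protein / Amount: 100 nM each of Venus-CBFb and Cerulean-Runt domain / Medium: Tris buffer pH 7.5 with salts and BSA / Also added: Venus-CBFb 100 nM / Schedule: 1 h complex formation plus 1 h compound treatment, room temperature / Signal: FRET fluorescence / Read-out: loss of energy transfer signal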
RBBP9 inh = human RBBP9 hydrolase inhibition; O75884; 220,000 compounds, 0.2% hits; inhibition, % at 7.94 µM; recombinant RBBP9, FP-Rh probe fluorescence polarization; AID 1515;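 active means inhibition above the campaign mean of all tested compounds plus 3 SD, cut at about 14% in these data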;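 further: plate controls were DMSO wells with RBBP9 for no effect and wells lacking RBBP9 protein for full effect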
Target sequence (O75884 whole entry, looked up): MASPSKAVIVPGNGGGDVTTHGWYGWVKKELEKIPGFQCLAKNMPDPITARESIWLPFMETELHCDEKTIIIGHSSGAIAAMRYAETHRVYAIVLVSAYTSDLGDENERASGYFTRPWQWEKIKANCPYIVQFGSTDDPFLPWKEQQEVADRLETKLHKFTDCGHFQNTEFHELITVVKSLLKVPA
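System: RBBP9 protein / Quantity: 2.5 µM RBBP9 dispensing solution, before mixing / Also added: Serine-hydrolase probe FP-Rh, 375 nM pre-mixing / Dosing: 7.94 µM single dose, 0.794% DMSO / Timing: enzyme-compound preincubation 30 min, then probe labeling 45 min, 25 °C / Signal: FP readout at 525/598 nm / Controls: DMSO-treated enzyme wells and wells lacking RBBP9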
p97 ATPase inh = blocks human p97 ATPase activity | P55072 | recombinant p97 ATPase, Kinase-Glo ATP luminescence, 3 h | inhibition, % at 8 µM | 220,000 compounds, 0.42% hits | AID 1481; in the data active means inhibition above about 15%;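 further: 0% = DMSO vehicle and 100% = wells lacking enzyme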
Target sequence (P55072 whole entry, looked up): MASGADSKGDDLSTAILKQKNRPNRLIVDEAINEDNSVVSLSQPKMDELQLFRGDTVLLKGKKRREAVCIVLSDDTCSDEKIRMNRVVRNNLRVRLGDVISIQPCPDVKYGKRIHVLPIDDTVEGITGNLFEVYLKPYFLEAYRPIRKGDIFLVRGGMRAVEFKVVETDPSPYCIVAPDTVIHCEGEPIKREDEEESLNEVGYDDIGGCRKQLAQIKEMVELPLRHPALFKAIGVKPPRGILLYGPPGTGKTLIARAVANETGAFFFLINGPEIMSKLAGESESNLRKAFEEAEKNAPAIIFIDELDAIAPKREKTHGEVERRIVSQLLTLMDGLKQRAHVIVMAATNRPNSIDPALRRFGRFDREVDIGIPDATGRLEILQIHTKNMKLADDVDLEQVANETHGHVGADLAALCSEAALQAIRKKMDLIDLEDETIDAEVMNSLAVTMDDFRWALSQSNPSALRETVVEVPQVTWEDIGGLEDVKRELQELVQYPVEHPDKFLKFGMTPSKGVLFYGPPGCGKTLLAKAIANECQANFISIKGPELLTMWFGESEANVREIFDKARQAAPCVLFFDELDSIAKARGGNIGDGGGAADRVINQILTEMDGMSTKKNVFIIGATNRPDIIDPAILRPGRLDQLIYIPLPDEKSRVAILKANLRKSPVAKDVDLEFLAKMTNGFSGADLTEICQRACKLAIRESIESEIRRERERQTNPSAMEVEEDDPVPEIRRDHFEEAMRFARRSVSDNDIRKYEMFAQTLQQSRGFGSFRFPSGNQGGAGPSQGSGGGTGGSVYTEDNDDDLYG
Furin inh = blocks human furin protease activity; AID 463115; inhibition, % at 30 µM; 220,000 compounds, 0.061% hits; purified furin, fluorogenic substrate cleavage; in the data active means inhibition above about 25%; further: inactives centre near -15
The depositor's hits bear a star; [ ] = another dose, or the depositor's remark. Rows were taken by chance; any-hit rate near 2.7%.

`CC(=O)N1N=C(c2ccccc2O)OC1(C)CC(=O)Nc1ccccc1` (stereo not given) gave EBV gp42 inh -9, Tb hexokinase 34, NCF1 inh -10, Runt-SMMHC FRET -6, Calpain2 inh -58, Runt-CBFb FRET 1, RBBP9 inh 4, p97 ATPase inh 8 and Furin inh -14.
Screening O=C(COC(=O)CCC(=O)c1cccs1)Nc1cccc(S(=O)(=O)N2CCOCC2)c1 returned EBV gp42 inh -57, Tb hexokinase 6, NCF1 inh -21, Runt-SMMHC FRET 0, Calpain2 inh 23, Runt-CBFb FRET -1, RBBP9 inh -4, p97 ATPase inh -6 and Furin inh -14[20 µM].
For COc1ccc(Sc2ccccc2CN(C)C)cc1OC the results were EBV gp42 inh 7, Tb hexokinase -2, NCF1 inh 0, Runt-SMMHC FRET 2, Calpain2 inh 6, Runt-CBFb FRET -2, RBBP9 inh -7, p97 ATPase inh 6 and Furin inh -12[20 µM].
Screening O=C(CN1C(=O)C2CC=CCC2C1=O)NCc1ccc2c(c1)OCO2 (stereo not given) returned EBV gp42 inh -7, Tb hexokinase 8, NCF1 inh -9, Runt-SMMHC FRET -6, Calpain2 inh -16, Runt-CBFb FRET -1, RBBP9 inh -6, p97 ATPase inh -8 and Furin inh -1[20 µM].
`CN(C1CCCCC1)S(=O)(=O)c1ccc(Cl)c(C(=O)O)c1` gave EBV gp42 inh -1, Tb hexokinase -1, NCF1 inh 5, Runt-SMMHC FRET 0, Calpain2 inh 5, Runt-CBFb FRET 0, RBBP9 inh -2, p97 ATPase inh 5 and Furin inh -17.
`Nc1cc(C(=O)OCC(=O)NC(c2ccccc2)c2ccccc2)ccc1Cl` gave EBV gp42 inh -4, Tb hexokinase 4, NCF1 inh -7, Runt-SMMHC FRET 4, Calpain2 inh 0, Runt-CBFb FRET -2, RBBP9 inh -3, p97 ATPase inh 2 and Furin inh -4.
For Cc1nc(CN2CCC(c3ccccc3)CC2)cc(=O)[nH]1 the results were EBV gp42 inh -14, Tb hexokinase -5, NCF1 inh -7, Runt-SMMHC FRET -1, Calpain2 inh -13, Runt-CBFb FRET -1, RBBP9 inh 0, p97 ATPase inh 0 and Furin inh -14.
For O=C(CSc1nnc2ncccn12)N1CCCCCC1 the results were EBV gp42 inh -12, Tb hexokinase -7, NCF1 inh -8, Runt-SMMHC FRET -2, Calpain2 inh -3, Runt-CBFb FRET -2, RBBP9 inh 4, p97 ATPase inh 2 and Furin inh -15[20 µM].
For COc1ccc2c(c1)CCc1c(C(=O)Nc3c(C)nn(Cc4ccccc4)c3C)noc1-2 the results were EBV gp42 inh -2, Tb hexokinase -10, NCF1 inh -9, Runt-SMMHC FRET 1, Calpain2 inh 21, Runt-CBFb FRET 0, RBBP9 inh -1, p97 ATPase inh -5 and Furin inh -15[20 µM].
For COc1ccc(C)cc1NC(=O)COC(C)=O the results were EBV gp42 inh -10, Tb hexokinase 0, NCF1 inh -1, Runt-SMMHC FRET -2, Calpain2 inh -34, Runt-CBFb FRET 3, RBBP9 inh -4, p97 ATPase inh 1 and Furin inh -17[20 µM].
Screening COCCN(C(=O)Nc1ccccc1)c1ccccc1 returned EBV gp42 inh -24, Tb hexokinase -5, NCF1 inh -16, Runt-SMMHC FRET 1, Calpain2 inh 0, Runt-CBFb FRET 1, RBBP9 inh -14, p97 ATPase inh -2 and Furin inh -3[20 µM].
`COc1ccc(/C=C2\SC(=S)N(CCCC(=O)Nc3ccc(O)cc3)C2=O)cc1` gave EBV gp42 inh -18, Tb hexokinase -9, NCF1 inh -25, Runt-SMMHC FRET 0, Calpain2 inh -15, Runt-CBFb FRET -2, RBBP9 inh -11, p97 ATPase inh 10 and Furin inh -16.
`Oc1ccc(N=Nc2ccc3c(c2)OCCO3)c2ncccc12` gave EBV gp42 inh -12, Tb hexokinase -22, NCF1 inh -4, Runt-SMMHC FRET -5, Calpain2 inh -12, Runt-CBFb FRET -1, RBBP9 inh -1, p97 ATPase inh 4 and Furin inh -4.
Cc1cccc(CSc2ncnc3ccccc23)c1 was read as EBV gp42 inh -5, Tb hexokinase -2, NCF1 inh 4, Runt-SMMHC FRET -5, Calpain2 inh 7, Runt-CBFb FRET -4, RBBP9 inh -7, p97 ATPase inh -1 and Furin inh -25.
`O=C(N/N=C/c1nn(-c2ccccc2)cc1-c1ccccc1)c1ccncc1` gave EBV gp42 inh 4, Tb hexokinase -3, NCF1 inh -20, Runt-SMMHC FRET 0, Calpain2 inh -99, Runt-CBFb FRET -9, RBBP9 inh -14, p97 ATPase inh 2 and Furin inh -17.
`CC(=O)NS(=O)(=O)c1ccc(NC(=O)CCc2ccccc2)cc1` gave EBV gp42 inh -14, Tb hexokinase 0, NCF1 inh -5, Runt-SMMHC FRET -2, Calpain2 inh 7, Runt-CBFb FRET 2, RBBP9 inh -6, p97 ATPase inh 9 and Furin inh -12.
O=C(CCC(=O)Nc1ccc(Cl)cc1Cl)NNC(=O)[C@@H]1CCCC[C@@H]1C(=O)O was read as EBV gp42 inh 2, Tb hexokinase 2, NCF1 inh 9, Runt-SMMHC FRET 1, Calpain2 inh 23, Runt-CBFb FRET 0, RBBP9 inh -10, p97 ATPase inh -6 and Furin inh -9.
`Cc1cc(N2CCCC2=O)cc(C)c1S(=O)(=O)Nc1c(C)nn(C)c1C` gave EBV gp42 inh -17, Tb hexokinase 7, NCF1 inh -8, Runt-SMMHC FRET 3, Calpain2 inh 25, Runt-CBFb FRET 0, RBBP9 inh -5, p97 ATPase inh -6 and Furin inh -17.
`CC(CCc1ccccc1)NC(=O)C1CCN(S(=O)(=O)N2CCOCC2)CC1` (stereo not given) gave EBV gp42 inh -3, Tb hexokinase -4, NCF1 inh 6, Runt-SMMHC FRET 1, Calpain2 inh 8, Runt-CBFb FRET -2, RBBP9 inh -6, p97 ATPase inh 3 and Furin inh -23.
`O=C(NCc1ccco1)c1ccc(COCC(F)(F)C(F)F)cc1` gave EBV gp42 inh -2, Tb hexokinase 7, NCF1 inh -13, Runt-SMMHC FRET -2, Calpain2 inh -2, Runt-CBFb FRET -2, RBBP9 inh 8, p97 ATPase inh 1 and Furin inh -17.
Screening COc1ccc(-c2cc(CNS(=O)(=O)c3ccc(F)cc3)on2)cc1 returned EBV gp42 inh -6, Tb hexokinase 6, NCF1 inh 1, Runt-SMMHC FRET -3, Calpain2 inh 10, Runt-CBFb FRET 1, RBBP9 inh -8, p97 ATPase inh 3 and Furin inh -24.
Screening COc1cccc(NC(=O)C2CCN(S(C)(=O)=O)CC2)c1 returned EBV gp42 inh 14, Tb hexokinase -3, NCF1 inh -53, Runt-SMMHC FRET -4, Calpain2 inh 17, Runt-CBFb FRET 2, RBBP9 inh -10, p97 ATPase inh 6 and Furin inh -15[20 µM].
For Cc1ccc(C(=O)n2c(-c3ccccc3)cnc2SCC(=O)Nc2ccc(C)cc2C)cc1 the results were EBV gp42 inh -10, Tb hexokinase 26, NCF1 inh -18, Runt-SMMHC FRET 0, Calpain2 inh 2, Runt-CBFb FRET 0, RBBP9 inh -3, p97 ATPase inh 3 and Furin inh -16.
O=C(O)/C=C/C(=O)c1ccc(O)cc1 was read as EBV gp42 inh -14, Tb hexokinase -39, NCF1 inh -17, Runt-SMMHC FRET 12, Calpain2 inh 6, Runt-CBFb FRET 6, RBBP9 inh -5, p97 ATPase inh 7 and Furin inh -10.
`CCCc1nc(NC(C)=O)c(C#N)c(-c2ccco2)c1CC` gave EBV gp42 inh -7, Tb hexokinase -2, NCF1 inh -13, Runt-SMMHC FRET -4, Calpain2 inh -5, Runt-CBFb FRET -4, RBBP9 inh 0, p97 ATPase inh 1 and Furin inh -24.
Screening CCOc1ccccc1NC(=O)Cn1cnc2c(nnn2-c2cccc(OC)c2)c1=O returned EBV gp42 inh 14, Tb hexokinase 5, NCF1 inh -3, Runt-SMMHC FRET 2, Calpain2 inh 1, Runt-CBFb FRET -1, RBBP9 inh -3, p97 ATPase inh -4 and Furin inh -8.
For COc1ccccc1S(=O)(=O)Cc1ccc(C(=O)N2CCN(c3ccc(C)cc3)C(C)C2)o1 (stereo not given) the results were EBV gp42 inh -18, Tb hexokinase -7, NCF1 inh -8, Runt-SMMHC FRET -1, Calpain2 inh -20, Runt-CBFb FRET -6, RBBP9 inh -5, p97 ATPase inh -6 and Furin inh -16.
For Cc1[nH]cnc1CSCc1ccc(F)cc1 the results were EBV gp42 inh -2, Tb hexokinase 8, NCF1 inh -5, Runt-SMMHC FRET 4, Calpain2 inh -2, Runt-CBFb FRET -2, RBBP9 inh 3, p97 ATPase inh 1 and Furin inh -13.
`COc1ccc(C(=O)NCCc2nnc(SCC(=O)Nc3ccccc3)n2C)cc1` gave EBV gp42 inh 7, Tb hexokinase 3, NCF1 inh -4, Runt-SMMHC FRET 2, Calpain2 inh 16, Runt-CBFb FRET -1, RBBP9 inh 3, p97 ATPase inh 5 and Furin inh -15[20 µM].
`CCn1c(=O)c(C(=O)NNS(=O)(=O)c2ccc(Br)cc2)c(O)c2ccccc21` gave EBV gp42 inh -4, Tb hexokinase -3, NCF1 inh -9, Runt-SMMHC FRET -3, Calpain2 inh -128, Runt-CBFb FRET -3, RBBP9 inh -6, p97 ATPase inh 7 and Furin inh -2.
For Cc1ccc(-n2nccc2-c2nn(-c3cccc(C(F)(F)F)c3)c(=O)n(C)c2=O)cc1 the results were EBV gp42 inh -4, Tb hexokinase -10, NCF1 inh -2, Runt-SMMHC FRET 0, Calpain2 inh -8, Runt-CBFb FRET -5, RBBP9 inh -5, p97 ATPase inh -3 and Furin inh -26.
`O=[N+]([O-])c1ccc(-c2cn3nc(-c4ccccc4)c(-c4ccccc4)nc3n2)cc1` gave EBV gp42 inh 111*, Tb hexokinase 4, NCF1 inh -37, Runt-SMMHC FRET 81, Calpain2 inh -16, Runt-CBFb FRET -130, RBBP9 inh -8, p97 ATPase inh 2 and Furin inh -17.
Screening O=C(NCCc1c[nH]c2ccccc12)/C(=C\c1cccnc1)NC(=O)c1ccccc1F returned EBV gp42 inh -4, Tb hexokinase -9, NCF1 inh -3, Runt-SMMHC FRET -1, Calpain2 inh -7, Runt-CBFb FRET 0, RBBP9 inh 4, p97 ATPase inh 1 and Furin inh -13.
CC(C)c1nc2sc3c(NCc4ccccc4)ncnc3c2c2c1COC(C)(C)C2 was read as EBV gp42 inh -8, Tb hexokinase -23, NCF1 inh -6, Runt-SMMHC FRET 4, Calpain2 inh -47, Runt-CBFb FRET -5, RBBP9 inh -1, p97 ATPase inh 0 and Furin inh -11[20 µM].
Cn1cnc2c1c(=O)[nH]c(=O)n2C was read as EBV gp42 inh -6, Tb hexokinase 8, NCF1 inh -9, Runt-SMMHC FRET 1, Calpain2 inh -14, Runt-CBFb FRET 2 and Furin inh -30.

Some of these compounds in order of molecular weight, low to high:
Cn1cnc2c1c(=O)[nH]c(=O)n2C was read as EBV gp42 inh -6, Tb hexokinase 8, NCF1 inh -9, Runt-SMMHC FRET 1, Calpain2 inh -14, Runt-CBFb FRET 2 and Furin inh -30.
Screening COc1ccc(-c2cc(CNS(=O)(=O)c3ccc(F)cc3)on2)cc1 returned EBV gp42 inh -6, Tb hexokinase 6, NCF1 inh 1, Runt-SMMHC FRET -3, Calpain2 inh 10, Runt-CBFb FRET 1, RBBP9 inh -8, p97 ATPase inh 3 and Furin inh -24.
For Cc1ccc(-n2nccc2-c2nn(-c3cccc(C(F)(F)F)c3)c(=O)n(C)c2=O)cc1 the results were EBV gp42 inh -4, Tb hexokinase -10, NCF1 inh -2, Runt-SMMHC FRET 0, Calpain2 inh -8, Runt-CBFb FRET -5, RBBP9 inh -5, p97 ATPase inh -3 and Furin inh -26.
